EP2 modulator = EP2 receptor modulators, cAMP readout, primary screen, cell-based, HTRF cAMP, PGE2 stimulation. Prostaglandin E2 receptor EP2 subtype (Homo sapiens), P43116. EP2-expressing cells, cAMP HTRF FRET, PGE2 co-stimulation. 260,000 compounds, 0.83% hits. AID 940, 2007. induction, % at 25 µM;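 active = compounds whose cAMP rise, as percent of the full-agonist control response, exceeds 60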;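 also: rat C6 glioma line stably carrying human EP2 under a CMV promoter; the protocol text gives 20 µM as final concentration; 100% = response of wells given 1 µM PGE2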
Target sequence (P43116 whole entry, looked up): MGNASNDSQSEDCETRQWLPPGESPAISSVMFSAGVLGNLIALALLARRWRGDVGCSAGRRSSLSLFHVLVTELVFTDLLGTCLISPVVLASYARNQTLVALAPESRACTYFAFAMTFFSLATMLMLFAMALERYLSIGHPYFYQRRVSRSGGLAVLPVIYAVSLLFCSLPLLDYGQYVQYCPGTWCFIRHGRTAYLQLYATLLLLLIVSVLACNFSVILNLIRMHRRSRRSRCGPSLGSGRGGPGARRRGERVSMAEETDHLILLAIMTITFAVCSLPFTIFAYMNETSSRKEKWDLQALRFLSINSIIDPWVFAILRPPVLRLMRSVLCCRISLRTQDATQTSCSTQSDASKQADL
EP2 antag = human EP2 receptor antagonists, primary screen, TR-FRET cAMP, C6 glioma cells. Prostaglandin E2 receptor EP2 subtype (Homo sapiens), P43116. C6 glioma cells expressing human EP2; cells stimulated with saturating PGE2. inhibition, % at 25 µM. 260,000 compounds, 0.52% hits. AID 1422, 2008;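 active = percent inhibition above 40 after rounding to a whole number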;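 also: rat C6 glioma host cells with rolipram phosphodiesterase inhibitor present; the protocol text gives 20 µM as final concentration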
Numbers without * were called inactive. This is a subset. The share of hits here may be higher or lower than overall.

SMILES | EP2 modulator | EP2 antag
Cc1ccc2nc(N3C(=O)C(=O)/C(=C(\O)c4ccc(F)cc4)C3c3cccnc3)sc2c1 (configuration not stated) | 3 | 13
COc1ccc2c(c1)C(O)CC1(CCN(CC(O)c3ccc(C)c(C)c3)CC1)O2 (configuration not stated) | -55 | 9
CC(C)(C)NC(=O)Cn1cc(C(=O)C2CC2)c2ccccc21 | -20 | 7
CCOc1ccc2[nH]c(=O)c(CN(C(=O)Nc3cccc(Cl)c3)C3CCCC3)cc2c1 | -40 | 14
COC(=O)[C@@H]1CN(C(=O)Cn2nnc3ccccc32)C[C@H]1c1ccc(OC)cc1 | -17 | 7
Cn1c2ccccc2c2nnc(SCC(=O)NCC3CCCCC3)nc21 | 9 | 13
COc1ccc(S(=O)(=O)N(CC(=O)N2CCOCC2)c2ccc(F)cc2)cc1OC | -14 | 13
CCOc1ccc(O)c(CN2CCC(O)(c3ccc(C)cc3)CC2)c1 | -8 | 6
COC(=O)c1cn(CC(=O)Nc2ccccc2F)c2ccccc12 | -11 | 8
CCN(CC)CCN(Cc1cc2c(C)cc(C)cc2[nH]c1=O)C(=O)Nc1ccccc1Cl | -91 | 17
O=C1SCC(c2ccccc2)S1 (configuration not stated) | 9 | 3
Cc1noc(C)c1CCC(=O)N[C@H](Cn1nnc2ccccc21)C(C)C | 0 | 7
CSc1ccc(NC(=O)N2CCC(c3nc(-c4ccncc4)no3)CC2)cc1 | -36 | 6
COc1ccc(Cl)cc1NC(=O)Cn1nnc2ccccc21 | -39 | 23
CC(=O)Nc1ccc(Nc2cc(C)nc3c(C)cccc23)cc1 | -16 | 10
Cc1ccc(-c2cnc(SCC(=O)Nc3ccc(N(C)C)cc3)[nH]2)cc1 | -186 | 10
Cn1cc(-c2cc(C(=O)NC3(c4cccc(F)c4)CCCC3)[nH]n2)cn1 | -50 | 6
Cc1ccc2c(c1)N(CC#N)C(=O)CO2 | -15 | 8
COc1ccc(Cl)cc1NC(=O)c1ccc(Cn2ccc([N+](=O)[O-])n2)cc1 | -17 | 6
COc1cc(OC)c2c(=O)c(-c3ccccc3)coc2c1 | -17 | 16

Another view of 4 compounds above.
CSc1ccc(NC(=O)N2CCC(c3nc(-c4ccncc4)no3)CC2)cc1
  EP2 modulator: -36; EP2 antag: 6

Cc1noc(C)c1CCC(=O)N[C@H](Cn1nnc2ccccc21)C(C)C
  EP2 modulator: 0; EP2 antag: 7

COc1ccc(Cl)cc1NC(=O)Cn1nnc2ccccc21
  EP2 modulator: -39; EP2 antag: 23

COc1cc(OC)c2c(=O)c(-c3ccccc3)coc2c1
  EP2 modulator: -17; EP2 antag: 16

Next records follow:
SMILES | EP2 modulator | EP2 antag
COC(=O)c1c(NC(=O)Cc2ccccc2)sc(C(=O)N2CCOCC2)c1C | -35 | 8
CCc1ccc(OCc2nnc(SCC(=O)Nc3ccccc3Br)n2CC)cc1 | 40 | 6
CN(C)c1ccc(NC(=O)CSc2nnnn2-c2ccc(F)cc2)cc1 | -5 | 6
COc1ccc(Nc2nc(C)cc(C)n2)c(OC)c1 | 19 | 14
CCOc1ccccc1NC(=O)Cn1nc(-c2ccco2)cc(N)c1=O | 14 | 12
CCCC(=O)NC1CC(C)(C)NC(C)(C)C1 | -19 | 9
Nc1n[nH]c(Cc2ccccc2)n1 | -41 | 5
Cc1cc2c(C)cc(=O)[nH]c2cc1N | -4 | 7
COc1cccc(C2C(C#N)=C(N)Oc3n[nH]c(-c4cc(OC)ccc4OC)c32)c1 (configuration not stated) | 2 | 12
O=C(NCc1nc(-c2ccncc2)n[nH]1)c1cccs1 | 14 | 5
N#Cc1c(NC(=O)c2ccc(Cl)cc2Cl)sc2c1CCC2 | -27 | 6
N#Cc1ccc(NC(=O)CSc2nc(N)c(C#N)cc2C#N)cc1 | -5 | 43*
CCN(CC)C(=O)Cn1nc(C)n2c(cc3occc32)c1=O | -18 | 23
CC(=O)c1csc(NC(=O)Cn2nc(C(F)(F)F)c3c2CCCC3)n1 | -25 | 8
Cc1sc2nc(C)n3c(=O)n(Cn4nnc5ccccc54)nc3c2c1C | 5 | 2
Cc1cc(=O)oc2cc(OCC(=O)Nc3ccc(C(C)C)cc3)ccc12 | -10 | 18
Cc1sc2ncn(Cc3ccccc3)c(=O)c2c1C | 5 | 11
COc1ccc(C2(O)C3CCCC2CN(Cc2cccc(OC)c2)C3)cc1 (configuration not stated) | -98 | 7
COc1ccc(-c2[nH]ncc2CN(Cc2ccc3c(c2)OCO3)CC(C)O)cc1 (configuration not stated) | -14 | 10
CCOc1nc(-c2ccccc2)ccc1-c1noc(CC)n1 | 60 | 9
COC(=O)[C@@H]1CN(C(=O)Cn2ncc3ccccc3c2=O)C[C@H]1c1ccc(OC)cc1 | -31 | 8
Cc1c(C=Nc2ccc(Cl)cc2)c(O)n(C)c(=O)c1C#N | -5 | 9
Cc1ccc2c(c1)cc(C)c1nn(CC(=O)N3CCC(C(N)=O)CC3)c(=O)n12 | -50 | 10
CNC(=S)N(CCN1CCOCC1)Cc1cc2cc(OC)ccc2[nH]c1=O | 2 | 8
CCOCCn1c(CN2CCN(CC)CC2)nc2c1c(=O)[nH]c(=O)n2C | -13 | 9
O=C(Cc1cccs1)NC1C(=O)N2C(C(=O)[O-])=C(C[n+]3ccccc3)CSC12 (configuration not stated) | 10 | 12
O=C(Cn1ccc2ccc(F)cc21)Nc1cccc(C(=O)N2CCCCC2)c1 | -54 | 4
CCCC(c1nnnn1C(C)(C)C)N(Cc1cccs1)Cc1cc2c(C)cc(C)cc2[nH]c1=O (configuration not stated) | 34 | 6
COc1ccc(C(c2nnnn2C(C)C)N2CCN(c3nc4ccccc4s3)CC2)cc1 (configuration not stated) | 2 | 8
COc1ccc(CN(Cc2ccc(N3CCCC3=O)cc2)CC2CCCO2)c(OC)c1 (configuration not stated) | 6 | 9
CC(N)=NCc1cccc(CN)c1 | 21 | 16
COc1cccc(-n2nnnc2SCC(=O)Nc2ccc(OC)cc2OC)c1 | -65 | 8
CNC(=S)N(Cc1cc2cc3c(cc2[nH]c1=O)OCCO3)CC1CCCO1 (configuration not stated) | -2 | 7
COCCCNC(=S)N(Cc1cc2cc3c(cc2[nH]c1=O)OCO3)CC1CCCO1 (configuration not stated) | -15 | 12
NCC(=O)CCC(=O)O | 19 | 10
Nn1c(SCCC(=O)O)nnc1-c1ccccc1 | 1 | 10
CCOc1ccc(N2CC(C(=O)OCC(=O)Nc3ccc(OC)cc3)CC2=O)cc1 (configuration not stated) | -15 | 9
CC(=O)Nc1ccc(NC(=O)C2CCN(c3ncccn3)CC2)cc1 | -18 | 25
N#Cc1c(-c2cccnc2)cc(-c2cccs2)[nH]c1=O | -16 | 5
COCCN(Cc1cc2cc(C)cc(C)c2[nH]c1=O)C(=O)Nc1ccc(Cl)cc1 | -13 | 10

Entries shown so far that contain an aryl thioether with sulfur outside any ring, in the order listed:
SMILES | EP2 modulator | EP2 antag
Cn1c2ccccc2c2nnc(SCC(=O)NCC3CCCCC3)nc21 | 9 | 13
CSc1ccc(NC(=O)N2CCC(c3nc(-c4ccncc4)no3)CC2)cc1 | -36 | 6
Cc1ccc(-c2cnc(SCC(=O)Nc3ccc(N(C)C)cc3)[nH]2)cc1 | -186 | 10
CCc1ccc(OCc2nnc(SCC(=O)Nc3ccccc3Br)n2CC)cc1 | 40 | 6
CN(C)c1ccc(NC(=O)CSc2nnnn2-c2ccc(F)cc2)cc1 | -5 | 6
N#Cc1ccc(NC(=O)CSc2nc(N)c(C#N)cc2C#N)cc1 | -5 | 43*
COc1cccc(-n2nnnc2SCC(=O)Nc2ccc(OC)cc2OC)c1 | -65 | 8
Nn1c(SCCC(=O)O)nnc1-c1ccccc1 | 1 | 10

The results go on:
SMILES | EP2 modulator | EP2 antag
CCNC(=S)NCCCNc1nc2ccc(OCC)cc2cc1C#N | -75 | 9
O=C(Nc1nc2ccc(C(=O)N3CCCCC3)cc2s1)c1ccco1 | -16 | 14
CCC(c1nnnn1Cc1ccco1)N(Cc1ccc(OC)cc1)Cc1cc2ccc(C)cc2[nH]c1=O (configuration not stated) | 4 | 5
CCCn1ncc(CN2C[C@@H]3CCCN3C[C@@H]2Cc2ccccc2)c1C | -20 | 6
CC12CN3CC(C)(CN(C1)C3C(O)C(O)C(O)CO)C2 (configuration not stated) | -20 | 5
COc1ccc2[nH]c(=O)c(CN(C(=S)Nc3ccc(C)cc3)C3CCCCC3)cc2c1 | 4 | 13
O=C(SCc1cccc2ccccc12)c1ccc(Cl)cc1 | 39 | 8
CC(C)OCCCNCc1cc2c(C(C)(C)C)nn(-c3ccc(F)cc3)c2[nH]c1=O | -1 | 4
CCC(C)(C)n1nnnc1C(C(C)C)N(Cc1cccs1)Cc1cc2ccc(OC)cc2[nH]c1=O (configuration not stated) | 54 | 13
CN(C)CCCN(Cc1ccc2ncccc2c1)Cc1ccco1 | 19 | 4

Pulled by structure from the entries so far (two):
SMILES | EP2 modulator | EP2 antag
CCC(C)(C)n1nnnc1C(C(C)C)N(Cc1cccs1)Cc1cc2ccc(OC)cc2[nH]c1=O (configuration not stated) | 54 | 13
CN(C)CCCN(Cc1ccc2ncccc2c1)Cc1ccco1 | 19 | 4

Next part:
SMILES | EP2 modulator | EP2 antag
O=C(O)Cc1cccnc1 | 32 | 14
O=C1CCc2cc(S(=O)(=O)N(Cc3ccncc3)C3CC3)ccc2N1 | -60 | 3
CC(=O)c1cccc(NC(=O)CSc2nnc(COc3ccc4ccccc4c3)n2C)c1 | -70 | 18
O=C(CN1CCC(n2cnc3cc(F)ccc32)CC1)Nc1cccc(I)c1 | -75 | 11
CCN1C(=O)C(c2ccc(F)cc2)C2(CCN(C(=O)Cc3nc4ccccc4[nH]3)CC2)C1=O (configuration not stated) | -16 | 5
CC(=O)Nc1ccc(C(=O)CSc2nnc3c4c5c(sc4nc(C4CC4)n23)CC(C)CC5)cc1 (configuration not stated) | 3 | 10
O=C(N1CCC(Nc2nc3c(c(=O)[nH]2)CCC3)CC1)C1(c2ccccc2)CC1 | -14 | 8
Cc1cccc2nc(CNc3nc4ccccc4s3)cn12 | -34 | 13
CC(C)(C)c1ncc(C(=O)N2CCc3onc(-c4ccccc4F)c3C2)cn1 | -56 | 6
CCOC(=O)c1ccc(NC(=O)c2c(O)c3ccccc3n(C)c2=O)cc1 | 3 | 9
NCCNS(=O)(=O)c1cccc2cnccc12 | 5 | 13
CCC1Oc2ccc(C)cc2N(CC(=O)N(Cc2ccc(F)cc2)CC2CCCO2)C1=O (configuration not stated) | 50 | 11
O=C1C=CC(=C(c2ccc(O)cc2)c2ccc(O)cc2)C=C1 | 5 | 7
Cc1csc(NC(=O)CCC(=O)N(CC(=O)NC2CCCC2)Cc2cccs2)n1 | -9 | 13
COc1cc(C2C3=C(CC(C)(C)CC3=O)NC3=C2C(=O)CC(C)(C)C3)ccc1OC(C)C | -24 | 8
Cc1c(Cl)c(S(N)(=O)=O)cc(S(N)(=O)=O)c1NC(=O)c1ccc(Cl)cc1 | 36 | 45*
O=C(COC(=O)c1ccccn1)Nc1ccccc1 | -39 | 10
O=C(CNCc1ccc(F)cc1)N1CCC2(CC1)OCCO2 | -14 | 19
COC(=O)CCC(=O)Nc1ccc(S(=O)(=O)N2CCc3ccccc32)cc1 | -88 | 9
C[C@H](N)Cn1nnn(-c2ccccc2)c1=O | -63 | 10
Cc1ccc(Cl)cc1NC(=O)CSC1=NCCS1 | -18 | 7
CC(C)(C)c1ccc(C(O)CN2CCC3(CC2)CC(O)c2cc(F)ccc2O3)cc1 (configuration not stated) | -47 | 6
O=C(COc1ccc(S(=O)(=O)N2CCCC2)cc1)NCc1ccccc1Cl | -45 | 8
Nc1nc2c(ncn2[C@@H]2CC[C@@H](CO)O2)c(=O)n1C(=O)c1ccccc1 | -4 | 57*
COCCn1c2ccccc2n2c(=O)n(CC(=O)N(C(C)C)C(C)C)nc12 | -18 | 6
COc1ccccc1NC(=O)CSc1nc(-c2ccco2)cc(C(F)(F)F)n1 | -43 | 13
CCc1cc2cc3c(cc2nc1SCC(=O)Nc1cc(OC)cc(OC)c1)OCCO3 | 16 | 18
CCn1c2ccccc2n2c(=O)n(Cn3nnc4ccccc43)nc12 | -5 | 4
CC1(C)CC(=O)C2=C(C1)NC(=O)CC2c1ccccc1Cl (configuration not stated) | -10 | 6

Screens as filed in PubChem BioAssay.
